Assay outcomes from PubChem.
APJ antag: APJ receptor antagonism | P35414 | CHO-K1 APJ beta-arrestin complementation, luminescence | inhibition, % at 20 µM | actives 0.32% (n = 330,000) | AID 2521;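 active = inhibition above about 40% at 20 µM, limit read from the data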;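 also: cells challenged with 10 nM apelin-13 agonist together with compound; plate controls were apelin-13 plus DMSO wells for no effect and DMSO wells lacking apelin-13 for full effect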
Target sequence (P35414 whole entry, looked up): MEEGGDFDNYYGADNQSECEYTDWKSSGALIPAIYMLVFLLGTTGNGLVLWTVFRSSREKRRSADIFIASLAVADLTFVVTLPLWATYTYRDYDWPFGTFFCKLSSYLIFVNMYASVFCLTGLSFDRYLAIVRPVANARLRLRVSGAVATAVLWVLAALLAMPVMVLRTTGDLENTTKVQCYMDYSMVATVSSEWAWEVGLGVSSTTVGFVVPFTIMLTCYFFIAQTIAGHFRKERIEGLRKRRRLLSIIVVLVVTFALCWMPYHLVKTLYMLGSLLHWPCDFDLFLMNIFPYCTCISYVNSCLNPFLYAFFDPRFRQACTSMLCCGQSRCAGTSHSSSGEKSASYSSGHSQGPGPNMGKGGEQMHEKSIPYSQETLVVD
CXCR6 block: inhibitors of human CXCR6 receptor. O00574. CHO-K1 PathHunter CXCR6 beta-arrestin, luminescence. inhibition, % at 20 µM. actives 0.36% (n = 360,000). AID 602244; in the data active = inhibition above about 34%, passing the limit was not always enough;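 also: antagonist mode with CXCL16 agonist at 10 nM final; 0% = 10 nM CXCL16 with DMSO and 100% = unstimulated wells without agonist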
Jurkat NFkB inh: inhibitors of the PMA/ionomycin-induced NF-kB reporter in Jurkat cells; PMA/ionomycin-induced NF-kB luciferase reporter, luminescence; inhibition, % at 4 µM; actives 0.53% (n = 330,000); AID 435003; in the data active = inhibition above about 50%
Gli-Sufu antag: blocks Gli-Sufu signaling in a luciferase reporter; Sufu-KO-LIGHT fibroblasts, Gli luciferase reporter luminescence; inhibition, % at 5 µM; actives 0.74% (n = 340,000); AID 588413;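 active = inhibition above about 55%, limit read from the data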;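 also: 0% = DMSO-treated cells and 100% = wells with medium but no cells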
CCR6 antagonist: antagonists of human CCR6 receptor; P51684; CHO-K1 CCR6 PathHunter beta-arrestin, luminescence, CCL20-stimulated; inhibition, % at 20 µM; actives 0.49% (n = 340,000);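 active = compounds whose inhibition of the agonist-driven luminescence signal at 20 µM reaches about 50%, limit read from the data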;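 also: cells stimulated with CCL20 at 14 nM final; plate controls were DMSO with CCL20 for no effect and DMSO without agonist for full effect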
Target sequence (P51684 whole entry, looked up): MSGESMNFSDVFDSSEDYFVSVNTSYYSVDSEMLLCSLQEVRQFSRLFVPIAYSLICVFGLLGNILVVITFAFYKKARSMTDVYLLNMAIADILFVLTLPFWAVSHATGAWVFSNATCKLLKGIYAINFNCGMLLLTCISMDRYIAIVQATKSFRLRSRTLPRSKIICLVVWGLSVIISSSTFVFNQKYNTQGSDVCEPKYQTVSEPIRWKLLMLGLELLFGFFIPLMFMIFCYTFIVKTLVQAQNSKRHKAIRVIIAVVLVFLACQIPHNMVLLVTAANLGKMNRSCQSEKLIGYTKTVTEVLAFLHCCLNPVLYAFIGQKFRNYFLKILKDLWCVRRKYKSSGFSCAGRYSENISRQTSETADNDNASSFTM
EBI2 antag: EBI2 (human) antagonism | EBI2 beta-arrestin recruitment, luminescence, 7a,25-OHC stimulated | inhibition, % at 5 µM | actives 0.81% (n = 360,000) | P32249; in the data active = inhibition above about 38%;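 also: enzyme fragment complementation signal reports receptor beta-arrestin coupling in cells; 0% = agonist plus DMSO wells and 100% = wells without agonist; some results beyond the cut were filed as inactive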
UBC13 polyUb: human UBC13 polyubiquitination inhibition; inhibition, % at 20 µM; P61088; actives 0.47% (n = 330,000); UBC13 polyubiquitin chain formation, TR-FRET; in the data active = inhibition above about 45%, passing the limit was not always enough; inconclusive = no clear call, values can overlap the other calls
Target sequence (P61088 whole entry, looked up): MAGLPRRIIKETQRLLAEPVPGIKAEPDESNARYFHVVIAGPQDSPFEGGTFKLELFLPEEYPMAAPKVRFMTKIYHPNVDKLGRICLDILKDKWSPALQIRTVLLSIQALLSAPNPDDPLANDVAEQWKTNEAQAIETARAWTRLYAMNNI
697 NFkB inh: lowers PMA/ionomycin-induced NF-kB signal in 697 B cells; actives 0.33% (n = 330,000); 697 B-cell NF-kB luciferase reporter, 16 h; inhibition, % at 4 µM; in the data active = inhibition above about 35%
An asterisk follows results filed as active; ? = inconclusive; . = no result given.

compound	APJ antag	CXCR6 block	Jurkat NFkB inh	Gli-Sufu antag	CCR6 antagonist	EBI2 antag	UBC13 polyUb	697 NFkB inh
COCCN(C(=O)CCC(=O)Nc1cc(C)on1)C(C(=O)NC(C)(C)C)c1ccccc1Cl (stereo not drawn)	12	3	1	5	-17	-12	4	-2
Cc1cc(=O)[nH]c(SCC(=O)N2C(C)CCCC2C)n1 (stereo not drawn)	5	-3	-20	-15	16	11	0	-3
N#Cc1ccc(/C=C(\C(=O)C(=O)O)c2ccc3ccccc3n2)cc1	-15	5	-89	3	13	11	-18	-112
Cc1ccccc1OCC(=O)Nc1nnc(-c2ccncc2)s1	1	1	-9	4	-8	-12	-4	7
CCC1C(=O)N=C(SCC(=O)Nc2nc3ccccc3s2)NC1=O (stereo not drawn)	11	-6	2	-3	-7	-2	1	11
O=C(CN1c2ccccc2Sc2ccccc21)NNC(=O)Nc1ccc(Cl)cc1	-10	-10	15	-8	2	8	-6	7
Cc1cccc(N(C)S(=O)(=O)c2c(C)[nH]c(C)c2C(=O)N2CCCC2)c1	2	2	10	1	-9	-3	6	6
CCN(CC)CCCN1C(=O)C(O)=C(C(=O)c2sc(C)nc2C)C1c1ccco1 (stereo not drawn)	-1	0	-2	5	-14	-11	-13	-4
Cc1ccnc(SCC(=O)NC2CCCCCC2)n1	4	7	19	5	2	2	1	1
O=C(CSc1nnc(NC(=O)C2CCC2)s1)Nc1ccccc1F	9	-3	-9	3	9	4	-1	15

Continued, overlapping the part above by two compounds.
compound	APJ antag	CXCR6 block	Jurkat NFkB inh	Gli-Sufu antag	CCR6 antagonist	EBI2 antag	UBC13 polyUb	697 NFkB inh
Cc1ccnc(SCC(=O)NC2CCCCCC2)n1	4	7	19	5	2	2	1	1
O=C(CSc1nnc(NC(=O)C2CCC2)s1)Nc1ccccc1F	9	-3	-9	3	9	4	-1	15
Cc1ccc(NC(=O)Cn2nc(C(=O)O)c3ccccc3c2=O)cc1S(=O)(=O)N1CCOCC1	21	2	-3	3	9	5	1	20
NC(=O)C1(N2CCCCC2)CCN(C(=S)Nc2ccc(Cl)cc2)CC1	.	4	.	-2	0	9	.	.
C/C(=N/NC(=O)CNC(=O)Cc1ccccc1)c1ccc(Cl)cc1	-1	1	-6	-4	-2	-4	0	11
O=[N+]([O-])c1ccc(OCCCCN2CCc3ccccc3C2)cc1	1	2	-6	23	-4	1	-3	-28
COc1ccc(NC(=O)C2CCCN(S(=O)(=O)c3cccnc3)C2)cc1 (stereo not drawn)	-2	0	-9	-1	-6	4	4	6
NC(=O)c1cc([N+](=O)[O-])c(Cl)cc1NCc1ccccn1	-76	0	-6	6	-6	-4	-21	-37
COc1ccc(-c2nnc(SCC(=O)NC(C)c3ccccc3)o2)cc1OC (stereo not drawn)	4	8	-17	8	-10	10	-2	16
Clc1cccc(NCc2nnc(SCc3ccccc3)o2)c1	1	-1	4	1	10	-2	-2	-50
C=C(C)c1cccc(C(C)(C)NC(=O)N2CCN(c3ccccn3)CC2)c1	-3	6	-7	8	1	-6	-6	-8
CCC(C)N(C(=O)CSc1ccc(NC(C)=O)cc1)C1CCS(=O)(=O)C1 (stereo not drawn)	10	3	7	-9	9	-6	7	4
CC(=O)Nc1ccc(NS(=O)(=O)c2cn(C)c(=O)n(C)c2=O)cc1	12	-1	-5	0	-2	3	3	-5
CCOC(=O)C(/C(C)=N/NC(=O)c1ccccc1[N+](=O)[O-])C(C)C (stereo not drawn)	2	-3	-5	7	7	-6	6	13
O=C(/C=C/c1ccc([N+](=O)[O-])cc1)Nc1cccnc1	-39	-14	-68	-81	-6	2	-2	23
Cc1ccc2c(c1)C(=O)CC1(CCCC1)O2	1	-6	13	-10	4	-16	-2	18
Cc1ccc(-n2nc3cc(C)c(NC(=O)c4cccnc4)cc3n2)cc1	28	19	-45	7	11	-3	6	-76
COC(=O)C1=C(C)N(Cc2ccccc2)C(=NCc2cccc(C(F)(F)F)c2)N[C@H]1c1cccc(F)c1	20	-7	3	-11	12	-24	97*	9
COc1ccc(C2C=C(c3ccccc3)Nc3ncnn32)cc1 (stereo not drawn)	0	-10	-9	9	8	6	13	4
Cc1ccc(NC(=O)CNS(=O)(=O)c2cccs2)cc1F	-2	2	-8	-14	3	-12	2	-3
COc1ccccc1C1NC(=O)NC(C)=C1C(=O)Nc1cccc(C)c1C (stereo not drawn)	13	1	-19	10	4	-3	-1	-4
Cc1ccc(S(=O)(=O)NCCOC(=O)Nc2sc(=S)n(C)c2C)cc1	4	-4	-4	0	-14	1	5	20
Cc1ccc(C2=[N+]([O-])C3(CCCCC/C3=N\NC(N)=O)N(O)C2(C)C)o1 (stereo not drawn)	-21	-2	9	-1	8	2	5	14
CCOC(=O)C1=C(C)NC(C)=C(C(=O)OCC)C1C(=O)OCC(=O)N1CC(C)OC(C)C1 (stereo not drawn)	13	-1	1	4	7	1	6	13
CCOC(=O)C1(C)C=C(Nc2ccc(NC(C)=O)cc2)C(=O)N1c1ccc(NC(C)=O)cc1 (stereo not drawn)	-12	-1	4	1	6	3	2	7
COc1ccc(CNC(=O)[C@H](Cc2ccccc2)NC(=O)C2CCN(C(=O)[C@H](C)N)CC2)cc1	14	6	1	1	9	-2	8	19
CCOc1cc(C(=O)NCC2CCCO2)cc(OCC)c1OCC (stereo not drawn)	-28	-5	-2	-6	-12	-4	-4	17
O=C(N=C1c2ccccc2CN1c1ccc(F)cc1)c1ccc(Cl)nc1	11	5	-5	-2	4	-13	-3	-12
C/C(CCC(C)C)=N\NC(=O)COc1ccccc1-c1ccccc1	.	-2	.	3	9	-2	.	.
O=C(NC1CCCCC1)C(c1ccco1)N(C(=O)c1csnn1)c1cccc(Cl)c1 (stereo not drawn)	9	-1	-1	-9	15	13	-3	21
COCC(C)n1c(C)cc(C(=O)CSc2cc(C)c3ccccc3n2)c1C (stereo not drawn)	-13	-7	7	12	-4	9	22	10
COc1ccc(/C=C/c2nc(S(=O)(=O)c3ccccc3)c(N(C)C)o2)cc1OC	-25	-8	3	13	14	0	-1	-10
N/C(=N\N=C\c1ccnc2ccccc12)SC1CC(=O)N(c2ccc(Br)cc2)C1=O (stereo not drawn)	21	19	-3	-20	-4	7	-28	-7
N=c1c2c(ncn1Cc1ccco1)Oc1ccc3ccccc3c1C2c1ccccc1 (stereo not drawn)	-25	11	39	17	32	23	-6	3
N#CC1=C(SCc2ccccc2)NC(=O)CC1c1ccco1 (stereo not drawn)	20	-3	1	5	6	-5	3	24
COC(=O)c1ccc(CNC(=O)CCNC(=O)c2ccco2)cc1	10	-4	-5	2	6	5	8	18
Cc1ccc2c(C)c(C(=O)NCCc3ccco3)oc2c1C	14	-7	-4	3	0	6	5	15
Cc1ccccc1OCC(=O)NCCCNC(=O)c1ccco1	12	5	7	16	1	0	5	13
CCn1c(CNC(=O)c2cc(OC)c(OC)c(OC)c2)cc2ccccc21	2	-17	16	30	0	-5	-8	-16
CCc1ccc(C(=O)C(C)OC(=O)c2nn(C)c(=O)c3ccccc23)cc1 (stereo not drawn)	-5	4	-2	-11	3	6	5	-8
Cc1cc(C)n(-c2nc3ccccc3c(=O)n2OCC(=O)OCc2ccccc2)n1	.	8	.	-2	4	-8	.	.
CN(C)C(=O)N1CCCC(C(=O)NCc2ccccc2Cl)C1 (stereo not drawn)	12	2	-12	3	2	-3	5	12
CC(NC=C1C(=O)OC(C)(C)OC1=O)C(=O)O (stereo not drawn)	-3	1	-10	-10	1	-3	7	-7
CC(C)NC(=O)c1onc(CSc2ccncc2)c1C(=O)NC(C)C	-3	11	-2	-5	-12	3	3	17
CN(c1ccccc1C(=O)Nc1cccc([N+](=O)[O-])c1)S(C)(=O)=O	5	-3	-2	0	1	-12	0	9
CCOc1ccccc1C1C(C#N)=C(N)SC(N)=C1C#N	-4	7	13	7	5	-1	?	-17
COc1ccc(CNC(=O)CN(C(=O)CCC(=O)Nc2ccccn2)c2cccc(C)c2)cc1	-24	-9	-4	4	-2	8	-1	32
COC(=O)c1[nH]c2ccccc2c1NC(=O)/C=C/c1ccc2c(c1)OCO2	-32	-1	-28	-22	-15	10	-11	-19
Cc1ccc(-n2nc(C(=O)NCc3ccc(C)o3)c3c4ccccc4n(C)c3c2=O)cc1	6	8	3	15	9	22	21	11
C=CCn1c(SCC(=O)Nc2cccnc2Cl)nnc1-c1ccccc1F	16	-6	7	-10	3	-3	6	23
CCC(CO)Oc1cc(NCc2ccc(Cl)cc2)c2ncn(C(C)C)c2c1 (stereo not drawn)	-8	-7	12	8	17	-4	7	2
Cc1cc(C(F)(F)F)n(-c2nc(C(=O)NN)cs2)n1	-8	-7	15	14	-1	9	-5	5

The list continues.
compound	APJ antag	CXCR6 block	Jurkat NFkB inh	Gli-Sufu antag	CCR6 antagonist	EBI2 antag	UBC13 polyUb	697 NFkB inh
Cc1ccc(-n2ncc3c2CCCC3NC(=O)c2ccoc2)cc1C (stereo not drawn)	-9	3	8	6	15	9	0	-15
COc1ccc(N(C(=O)c2ccco2)S(=O)(=O)c2cccs2)cc1	19	1	-1	1	-10	-25	7	10
O=C1OC(/C=C/c2ccccc2)=NC/1=C\c1cccnc1	-4	2	-17	-7	17	0	2	-8
Cc1ccc(C)c(SCC(=O)OCC(=O)NCc2ccccc2)c1	0	3	-6	-3	18	-4	-4	-12
COc1cc(Cl)ccc1OCc1cc(C(=O)N(C)Cc2nnc(C)o2)no1	6	-7	-4	-14	1	-3	2	-18
O=[N+]([O-])c1ccc(NCCOc2ccccc2Cl)nc1	4	0	-10	-22	34	5	-1	-12
COc1ccccc1NS(=O)(=O)c1ccc2oc(SC)nc2c1	-3	-9	-2	4	13	6	1	-21
O=c1cc(O)n(Cc2ccc(F)cc2)c(=O)[nH]1	0	-8	-2	1	0	-5	-8	-4
COCCn1c(SCC(=O)Nc2ccc(NC(=O)c3ccco3)c(OC)c2)nc2ccccc2c1=O	-4	2	4	7	-2	1	14	11
O=C(CCNS(=O)(=O)c1cccs1)NC1CCN(Cc2ccccc2)CC1	-3	-9	5	6	6	-5	-2	8
NC(=S)c1cc2ccc(O)cc2oc1=O	.	21	.	-15	26	-13	.	.

Compounds were not picked by outcome. Share with any hit: about 3%.
